B2AR arrestin – recruits beta-arrestin to the human beta2-adrenergic receptor. beta-arrestin recruitment to beta2AR, cell-based reporter. Potency, µM (titrated, usually from 46.1 µM), for inactives: at the highest dose activation, hits mostly activators. 330,000 compounds, 0.02% hits. AID 492947;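 further: potency means the concentration at half of the fitted maximal effect; 0% = DMSO controls and full agonism = EC100 isoproterenol or metaproterenol; nearly all actives have a fitted effect of over 65% in size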
PKM2 activator – PKM2 (human) enzyme activation | purified PKM2, Kinase-Glo ATP luminescence, activation; response scale: 0% is enzyme alone, no compound | AID 1631 | Potency, µM (highest dose often 57.5 µM), inactives show at the highest dose activation, actives largely listed as activators | P14618 | 260,000 compounds, 0.34% hits; further: potency means the concentration at half of the fitted maximal effect; on the % scale 0 is the no-effect control and ±100 the full control effect; nearly all actives have a fitted effect of over 55% in size
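Purified hPK-M2 (>95% pure) converted ADP (0.1 mM final) to ATP with 0.5 mM PEP in 50 mM imidazole pH7.2, KCl, MgCl2, Tween 20, BSA; 1 h at room temperature. ATP detected by Kinase-Glo luminescence.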
TRPV1 agonist – activates the human vanilloid receptor TRPV1; TRPV1-expressing cells, Fluo-8 calcium influx, agonist mode; activation, % at 8.33 µM; 320,000 compounds, 0.19% hits; in the data active means activation above about 80%; inconclusive means between about 30% and that limit; further: 0% is about no effect
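TRPV1-expressing cells were cultured overnight at 35.5C and loaded with Fluo-8 calcium dye for 40 to 90 min at room temperature. After a 10 s baseline, compound was added and calcium influx was read kinetically for 3 min (ex 480/em 520 nm).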
Menin-MLL TR inh – menin-MLL binding inhibition, Texas Red mutant peptide; Menin + Texas Red MLL mutant peptide, fluorescence polarization; Potency, µM (series often up to 61.6 µM), without a hit: top-dose FP activity change, negative = inhibition, actives largely listed as inhibitors; 270,000 compounds, 0.23% hits; AID 1768; active means well fitted inhibition curve with a large enough effect in the polarisation, with a control signal flat, not every such curve was filed as active; inconclusive means small, poorly fitted or top-dose-only effect, or effect the other way, or a change in a side signal; inactive means no such curve, though single readings can be large or run the other way; the % refers to the polarisation; further: potency means the concentration at half of the fitted maximal effect; % of control where 0% means no effect; many of its hits are not listed in these tables
FBPA coupling cs – coupling enzyme interference in Giardia aldolase counter-screen. coupling enzyme system counterscreen, AmpLite Red fluorescence. AID 2472. 290,000 compounds, 0.67% hits. activity change, negative = inhibition, % at 58.2 µM, hits read low; in the data active means activity change below about -30%; further: on the % scale 0 is the no-effect control and ±100 the full control effect
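Fluorescence at 525 nm excitation and 598 nm emission measured inhibition of the coupled detection system without aldolase. Compounds (at 57.5 uM final) were preincubated 10 min at room temperature with coupling enzyme reagent before a 20 min substrate/AmpLite Red step.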
KCNH2 3.1 block – KCNH2 3.1 (human) potassium channel inhibition; AID 720553; activity change, % (tested at about 1.8 µM); U2OS KCNH2 3.1, thallium flux FluxOr; stronger effect = lower value; 340,000 compounds, 0.95% hits;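 active means maximum activity change below -70%; inconclusive means maximum activity change from -70% to -50%; inactive means maximum activity change above -50%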;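 further: thallium influx rate constant from kinetic fluorescence after stimulation buffer; on the % scale 0 is the no-effect control and ±100 the full control effect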
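We transduce U2OS cells with the mutant 3.1 virus, culture them overnight, load FluxOr with Red40 quencher for 45 min, then add stimulation buffer and read kinetically for 2 min to derive a normalized rate constant.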
USP2a block – inhibitors of human ubiquitin-specific protease USP2a; O75604; Potency, µM (doses to about 38.3 µM), inactives show top-dose activity change, negative = inhibition, hits mostly inhibitors; USP2 core, Ub-CHOP2 coupled fluorogenic reporter, 485/531; AID 463254; 330,000 compounds, 0.01% hits;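 further: potency means the concentration at half of the fitted maximal effect; plate controls were DMSO wells for no effect and full inhibition by NEM control for full effect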
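Deubiquitinase activity read as fluorescence (485/531 nm) after Ub-CHOP2 cleavage activates the enterokinase reporter on its substrate; USP2 core 10nM, Ub-CHOP2 and substrate 25nM each, 30min compound preincubation then 60min RT; data normalized to NEM, curves fitted.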
hERG WT inh – KCNH2 (human, wildtype) channel inhibition | Q12809 | activity change, % at 1.84 µM | 340,000 compounds, 0.37% hits | U2OS, BacMam KCNH2, thallium flux FluxOr; stronger effect = lower value;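 active means maximum activity change below -70%; inconclusive means maximum activity change between -70% and -50%; inactive means maximum activity change above -50%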; further: on the % scale 0 is the no-effect control and ±100 the full control effect
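U2OS cells were transduced with wild-type KCNH2 virus (2.03 x 10^8 / mL) for 4 h at room temperature, then cultured overnight at 37 C. Thallium flux was read with FluxOr dye. Rate constants were normalized to DMSO controls.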
CXXC DNA block – MLL CXXC-DNA interaction inhibition; AID 2662; MLL-CXXC / FITC-HOXA9 DNA fluorescence polarization; 290,000 compounds, 0.037% hits; Potency, µM (doses to about 115 µM), for inactives: at the top dose activity change, negative = inhibition, hits mostly inhibitors; Q03164; active means well fitted inhibition curve with a large enough effect in the polarisation, with a control signal flat, not every such curve was filed as active; inconclusive means small, poorly fitted or top-dose-only effect, or effect the other way, or a change in a side signal; inactive means no such curve, though single readings can be large or run the other way; the % refers to the polarisation; further: potency means the concentration at half of the fitted maximal effect
Target sequence (Q03164 whole entry, looked up): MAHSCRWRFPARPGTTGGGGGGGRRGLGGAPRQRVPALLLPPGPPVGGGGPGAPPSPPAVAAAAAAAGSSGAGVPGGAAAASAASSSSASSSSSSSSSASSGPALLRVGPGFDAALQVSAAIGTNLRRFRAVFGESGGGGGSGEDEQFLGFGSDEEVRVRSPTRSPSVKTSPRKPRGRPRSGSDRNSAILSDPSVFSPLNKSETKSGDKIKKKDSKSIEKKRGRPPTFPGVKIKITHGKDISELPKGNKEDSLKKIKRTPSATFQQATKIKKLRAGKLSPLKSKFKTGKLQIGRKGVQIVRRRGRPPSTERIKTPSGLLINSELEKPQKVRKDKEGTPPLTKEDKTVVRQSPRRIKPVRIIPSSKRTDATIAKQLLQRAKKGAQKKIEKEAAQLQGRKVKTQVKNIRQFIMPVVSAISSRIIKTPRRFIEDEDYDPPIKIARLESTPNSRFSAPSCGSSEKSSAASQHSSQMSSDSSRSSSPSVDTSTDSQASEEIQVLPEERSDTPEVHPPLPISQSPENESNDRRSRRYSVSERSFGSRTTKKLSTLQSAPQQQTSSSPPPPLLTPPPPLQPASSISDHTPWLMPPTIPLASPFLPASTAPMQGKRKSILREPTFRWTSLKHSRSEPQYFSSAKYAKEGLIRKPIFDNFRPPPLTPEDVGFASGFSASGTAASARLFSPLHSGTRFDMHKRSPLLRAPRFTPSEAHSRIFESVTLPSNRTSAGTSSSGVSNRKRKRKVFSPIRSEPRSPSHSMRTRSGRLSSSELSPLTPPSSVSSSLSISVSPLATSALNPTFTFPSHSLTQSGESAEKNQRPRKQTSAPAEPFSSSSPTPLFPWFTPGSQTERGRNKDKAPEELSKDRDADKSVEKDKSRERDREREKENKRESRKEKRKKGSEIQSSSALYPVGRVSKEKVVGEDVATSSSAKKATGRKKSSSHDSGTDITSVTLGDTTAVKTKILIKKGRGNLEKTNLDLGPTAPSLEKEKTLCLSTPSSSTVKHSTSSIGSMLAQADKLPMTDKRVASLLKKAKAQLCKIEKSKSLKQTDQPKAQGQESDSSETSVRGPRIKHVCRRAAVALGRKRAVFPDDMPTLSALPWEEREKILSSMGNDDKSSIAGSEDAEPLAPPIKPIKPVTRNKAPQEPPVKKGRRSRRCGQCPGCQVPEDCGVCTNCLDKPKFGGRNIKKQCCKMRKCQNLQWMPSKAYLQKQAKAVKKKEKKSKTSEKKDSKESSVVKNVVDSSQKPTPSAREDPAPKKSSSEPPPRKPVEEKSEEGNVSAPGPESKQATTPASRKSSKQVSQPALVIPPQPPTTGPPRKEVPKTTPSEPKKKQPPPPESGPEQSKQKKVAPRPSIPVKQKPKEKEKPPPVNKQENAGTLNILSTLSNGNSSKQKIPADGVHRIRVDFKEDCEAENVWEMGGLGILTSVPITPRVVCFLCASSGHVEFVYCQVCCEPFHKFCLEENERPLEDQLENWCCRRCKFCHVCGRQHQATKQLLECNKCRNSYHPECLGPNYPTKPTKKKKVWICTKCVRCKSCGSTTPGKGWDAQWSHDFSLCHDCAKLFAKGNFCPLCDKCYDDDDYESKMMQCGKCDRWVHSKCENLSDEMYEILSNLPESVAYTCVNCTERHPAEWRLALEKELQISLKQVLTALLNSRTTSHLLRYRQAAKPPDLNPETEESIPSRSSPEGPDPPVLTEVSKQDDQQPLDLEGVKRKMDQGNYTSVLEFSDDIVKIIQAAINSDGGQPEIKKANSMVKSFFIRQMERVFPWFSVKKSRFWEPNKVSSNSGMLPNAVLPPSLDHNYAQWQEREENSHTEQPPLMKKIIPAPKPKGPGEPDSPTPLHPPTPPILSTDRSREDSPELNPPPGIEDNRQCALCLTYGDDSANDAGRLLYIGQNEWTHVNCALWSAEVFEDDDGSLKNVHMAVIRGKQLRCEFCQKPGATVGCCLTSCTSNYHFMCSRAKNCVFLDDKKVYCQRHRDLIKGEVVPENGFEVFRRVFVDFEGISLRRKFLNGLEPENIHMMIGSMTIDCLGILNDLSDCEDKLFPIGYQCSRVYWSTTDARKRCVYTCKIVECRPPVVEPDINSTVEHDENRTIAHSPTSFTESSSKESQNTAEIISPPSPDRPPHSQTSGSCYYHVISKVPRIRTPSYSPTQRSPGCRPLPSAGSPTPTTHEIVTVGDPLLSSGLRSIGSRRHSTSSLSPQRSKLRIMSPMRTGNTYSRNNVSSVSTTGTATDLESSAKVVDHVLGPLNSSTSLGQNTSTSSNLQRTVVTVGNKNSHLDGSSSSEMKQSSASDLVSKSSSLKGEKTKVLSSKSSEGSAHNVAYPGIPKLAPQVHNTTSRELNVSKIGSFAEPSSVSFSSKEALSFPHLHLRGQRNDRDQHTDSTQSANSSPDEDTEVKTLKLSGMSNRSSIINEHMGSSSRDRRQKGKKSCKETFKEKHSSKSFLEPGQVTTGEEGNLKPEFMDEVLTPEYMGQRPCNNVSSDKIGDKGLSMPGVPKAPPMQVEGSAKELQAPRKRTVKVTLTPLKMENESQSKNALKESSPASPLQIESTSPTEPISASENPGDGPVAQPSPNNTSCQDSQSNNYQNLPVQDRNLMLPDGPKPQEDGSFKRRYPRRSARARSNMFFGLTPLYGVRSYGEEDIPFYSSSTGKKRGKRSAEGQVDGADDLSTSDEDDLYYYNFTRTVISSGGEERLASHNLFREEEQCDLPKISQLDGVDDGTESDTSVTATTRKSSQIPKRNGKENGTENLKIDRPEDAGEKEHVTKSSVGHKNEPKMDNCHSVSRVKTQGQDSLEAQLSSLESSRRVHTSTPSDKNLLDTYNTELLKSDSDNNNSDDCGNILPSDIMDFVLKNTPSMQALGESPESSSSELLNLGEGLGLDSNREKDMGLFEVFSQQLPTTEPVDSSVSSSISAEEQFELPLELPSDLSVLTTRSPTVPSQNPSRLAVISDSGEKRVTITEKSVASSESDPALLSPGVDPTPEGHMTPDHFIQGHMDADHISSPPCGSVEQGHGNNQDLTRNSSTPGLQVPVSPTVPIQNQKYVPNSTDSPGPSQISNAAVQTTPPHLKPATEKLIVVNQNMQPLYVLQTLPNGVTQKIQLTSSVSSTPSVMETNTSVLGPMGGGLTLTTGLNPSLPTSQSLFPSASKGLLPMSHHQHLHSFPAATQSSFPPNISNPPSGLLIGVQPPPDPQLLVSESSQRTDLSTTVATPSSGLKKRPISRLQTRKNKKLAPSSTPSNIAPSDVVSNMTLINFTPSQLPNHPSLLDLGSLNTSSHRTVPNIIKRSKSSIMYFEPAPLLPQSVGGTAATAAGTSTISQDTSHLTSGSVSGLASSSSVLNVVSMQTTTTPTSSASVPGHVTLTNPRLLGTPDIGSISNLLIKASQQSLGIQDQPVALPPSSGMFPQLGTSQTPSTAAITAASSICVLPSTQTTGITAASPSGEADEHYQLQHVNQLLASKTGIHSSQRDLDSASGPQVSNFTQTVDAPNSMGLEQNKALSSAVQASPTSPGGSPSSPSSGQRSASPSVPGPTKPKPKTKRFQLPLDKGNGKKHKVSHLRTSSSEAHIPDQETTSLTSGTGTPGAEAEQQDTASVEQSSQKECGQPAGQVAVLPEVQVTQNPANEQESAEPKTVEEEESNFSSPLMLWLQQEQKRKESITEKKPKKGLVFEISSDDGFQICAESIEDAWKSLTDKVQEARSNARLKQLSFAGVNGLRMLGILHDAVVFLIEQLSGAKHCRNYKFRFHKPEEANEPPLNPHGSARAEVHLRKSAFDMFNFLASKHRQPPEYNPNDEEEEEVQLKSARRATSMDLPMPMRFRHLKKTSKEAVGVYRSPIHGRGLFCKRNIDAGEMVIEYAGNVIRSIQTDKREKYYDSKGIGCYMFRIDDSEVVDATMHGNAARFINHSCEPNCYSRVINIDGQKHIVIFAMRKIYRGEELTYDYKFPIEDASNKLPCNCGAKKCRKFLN
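Fluorescence polarization: 7 uM MLL-CXXC (stock) preincubated 5 min with compounds, then 50 nM fluorescein-HOX-A9 DNA (stock) added; 30 min ambient. Buffer 50 mM Tris-HCl pH 7.5, 50 mM NaCl, 1 mM DTT, 0.05% BSA.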
GALK inhibitor – galactokinase (human) inhibition. Potency, µM (titrated, usually from 57.5 µM), for the others: top-dose activity change, negative = inhibition, hits mostly inhibitors. P51570. Purified GALK, Kinase-Glo residual ATP luminescence. 270,000 compounds, 0.007% hits. AID 1868; further: potency means the concentration at half of the fitted maximal effect; on the % scale 0 is the no-effect control and ±100 the full control effect
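Kinase-Glo Plus luminescence measured ATP left after a 1 h room-temperature reaction. The reaction used 5 nM GALK, 100 uM galactose and 35 uM ATP at pH 8.0 (20 mM HEPES, 5 mM MgCl2, 60 mM NaCl, 1 mM DTT, 0.01% BSA).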
Giardia kill – kills Giardia lamblia. Giardia lamblia trophozoite viability. activity change, % at 7.66 µM, hits read low. 340,000 compounds, 0.15% hits. AID 540267; in the data active means activity change below about -80%; inconclusive means between about -30% and that limit;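 further: parasites exposed to compound for two days anaerobically before the ATP read; on the % scale 0 is the no-effect control and ±100 the full control effect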
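Luminescence from cellular ATP indicates surviving trophozoites (100 cells/well) following 48 hrs anaerobic compound treatment at 37 deg C; signal develops 15-30 min at room temperature.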
An asterisk follows results filed as active; ? = inconclusive; . = not tested or not shown; [ ] = another dose, or the depositor's remark. Unless noted, the call rests on the fitted dose curve; in most records, active means well fitted curve in the direction sought with a large enough effect; inconclusive means small, poorly fitted or top-dose-only effect, or another doubt; inactive means no such curve, though single readings can be large; an effect the other way counts as inactive or inconclusive. Not all compounds are listed; rates above refer to the full screens.

Sequence of screens – B2AR arrestin	PKM2 activator	TRPV1 agonist	Menin-MLL TR inh	FBPA coupling cs	KCNH2 3.1 block	USP2a block	hERG WT inh	CXXC DNA block	GALK inhibitor	Giardia kill
- Cc1cccc(C)c1OC1(c2ccccc2)OC(=O)c2ccccc21 (stereo unspecified)
 : -0.1%	-10.9%	-2.6	-7.9%	.	?	-9.3%	-37.9	-0.1%	-1.3%	-14.1
- O=C(O)c1n[nH]c2c1CCCC2
 : -0.2%	2.8%	3.1	21.6%	3.6	-3.0	-0.3%	4.1	5.8%	-1.3%	15.9
- COc1cc(/C=C/C(=O)N2CCN(C(=O)/C=C/c3cc(OC)c(OC)c(OC)c3)CC2)cc(OC)c1OC
 : 0.4%	0.2%	-3.7	24.3%	-0.7	-2.4	1.5%	-0.3	24.3%	4.2%	13.4
- O=C(O)CN=C(NS(=O)(=O)c1ccc(Cl)cc1)c1ccccc1
 : 0.1%	-1.4%	-0.8	1.0%	-0.3	19.8	4.8%	4.0	0.4%	-2.3%	1.7
- O=C(OCc1cccnc1)C1=Cc2ccccc2OC1
 : -0.3%	1.8%	?	-0.7%	0.3	-3.7	-0.4%	-1.3	?	-0.1%	13.9
- C/C(=N/NC(=O)c1ccoc1C)c1ccc(NC(=O)C2CCCC2)cc1
 : ?	-19.9%	19.9	1.2%	-1.6	3.0	1.8%	8.8	-0.1%	.	1.7
- CCCC(=O)NNC(=O)CC(=O)Nc1ccccc1C(=O)O
 : -0.6%	-2.3%	3.4	.	3.3	5.8	9.8%	-16.4	-6.1%	-3.8%	-13.3
- CC(C)CCN1C(=O)c2ccc(C(=O)NCc3ccco3)cc2C1=O
 : 0.3%	-14.4%	?	-1.5%	-2.4	-2.3	5.2%	-5.5	0.1%	-3.0%	-1.1
- COCCOC(=O)C1=C(C)NC(=O)NC1/C=C/c1ccccc1 (stereo unspecified)
 : -0.8%	-9.4%	-2.4	-10.4%	-1.5	9.2	-5.9%	21.8	-0.8%	0.9%	4.2
- CC(CNC(=O)C(C)C)NC(=O)C(C)C (stereo unspecified)
 : 0.1%	0.1%	1.2	4.0%	0.0	-30.5	3.4%	?	-0.6%	-3.6%	-6.4
- COc1ccc(CNC(=O)Cc2ccc(OC)c(S(=O)(=O)N3CCOCC3)c2)cc1
 : 0.0%	1.0%	-1.1	-4.0%	-0.5	-1.1	-1.4%	6.7	-8.9%	0.2%	5.4
- CN(C)S(=O)(=O)c1ccc(/C(O)=C2/C(=O)C(=O)N(Cc3cccnc3)C2c2cccs2)cc1 (stereo unspecified)
 : -0.1%	1.3%	-6.3	19.6%	2.0	-2.3	0.7%	-1.8	-0.7%	-0.2%	-14.8
- CCOc1ccc2[nH]c(=S)[nH]c2c1
 : -0.1%	7.2%	0.7	.	1.5	.	-0.5%	-5.6	9.3%	-5.5%	11.6
- Cc1cccc(C)c1NC(=O)CN(C)C(=O)c1ccccc1OCc1ccc(F)cc1
 : 0.1%	.	2.2	.	.	-5.5	1.0%	-18.5	.	.	7.5
- COc1ccc(/C(C)=N/OCC(=O)N=Nc2c(O)[nH]c3ccccc23)cc1
 : -0.4%	-2.5%	0.1	-4.7%	0.5	2.9	0.5%	-1.0	-0.7%	.	9.5
- COc1ccc(NC(=O)C2=CC(c3ccco3)=NS(=O)(=O)N2C)cc1
 : 0.1%	-12.4%	3.2	?	0.1	6.4	3.4%	4.2	.	.	7.7
- Cc1nnc(N2CCCC(C(=O)NCc3ccc(OC(C)C)cc3)C2)c2nn(-c3ccccc3)c(C)c12 (stereo unspecified)
 : -0.1%	.	?	.	.	-81.6*	1.6%	-9.1	-1.1%	0.8%	-5.7
- Cc1cc(C)c2c(=O)[nH]c(SCC(=O)NCc3ccccc3)nc2n1
 : -0.4%	1.3%	-0.6	0.7%	-0.2	5.0	4.0%	7.2	-1.5%	3.2%	4.7
- O=C(COC(=O)COc1ccc2ccccc2c1)Nc1cc(C(F)(F)F)ccc1N1CCOCC1
 : -0.9%	-0.7%	-0.5	-1.5%	-2.7	-11.0	2.0%	.	7.8%	1.6%	25.5
- O=C(Cn1c(CN2CCCCC2)nc2ccccc2c1=O)NC1CCCCC1
 : 0.2%	-3.6%	14.6	-1.5%	4.7	-2.5	3.2%	18.0	-6.0%	4.7%	-16.6
- COc1cccc2[nH]c3c(=O)n(CCN(C)C)cnc3c12
 : -0.3%	-0.1%	-1.0	-2.0%	0.5	-2.4	4.6%	3.6	3.5%	3.5%	-3.9
- CCOc1ccccc1C(=O)Nc1ccc(NC(=O)c2ccccc2)cc1
 : -0.2%	-0.3%	-1.8	?	0.4	4.7	-1.9%	0.2	29.6%	-6.3%	38.1[activator]
- COc1ccc(N2CCN(C(=O)Cc3ccc(-n4c(=O)[nH]c5ccccc5c4=O)cc3)CC2)cc1
 : 0.3%	-2.5%	-2.2	-8.0%	0.2	-29.3	3.2%	1.9	4.3%	1.9%	-8.4
- Cc1ccc(S(=O)(=O)N2CC(=O)N3CCN(CCN)C3C2)cc1 (stereo unspecified)
 : 0.1%	.	.	.	.	14.9	3.2%	-2.3	.	.	-20.6
- O=C(NC1CCCCCC1)C(=S)N1CCOCC1
 : 0.2%	-7.0%	3.8	1.4%	4.0	6.2	2.3%	-34.6	?	-0.4%	-6.5
- c1ccc(CNC2=NCCCCC2)cc1
 : -1.6%	0.5%	-3.2	-2.2%	0.8	-19.9	-0.3%	14.5	0.5%	2.9%	-12.7
- CCNC(=O)CC1C(=O)N(c2ccc(C)cc2)C(=O)N1CCc1ccc(OC)c(OC)c1 (stereo unspecified)
 : 0.1%	-1.3%	2.9	-7.5%	1.2	-2.4	-1.0%	1.1	7.8%	2.3%	-20.4
- O=C1/C(=C/c2cccnc2)CC/C1=C\c1cccnc1
 : 0.3%	-0.7%	2.2	-16.6%	0.9	-9.7	0.8%	0.6	-8.8%	3.7%	-24.1
- CCOC(=O)N1CCC(NC(=O)CSCc2cnn(-c3ccccc3)c2-n2cccc2)CC1
 : -1.4%	-1.1%	-0.2	?	6.5	1.5	2.4%	9.6	-10.4%	-1.4%	39.6[activator]
- Cc1cc(C)nc(Nc2n[nH]c(-c3ccccc3Br)n2)n1
 : 0.1%	-1.1%	-6.6	?	2.1	8.9	0.4%	-13.4	7.1%	0.1%	3.1
- O=C(CN1C(=O)C2CCCCC2C1=O)OCC(=O)c1ccc(Cl)s1 (stereo unspecified)
 : 0.3%	3.2%	6.3	16.9%	0.1	-2.2	11.2%	6.1	28.4%	0.1%	13.2
- COc1ccc(CCN(C)C2CCCN(S(=O)(=O)c3ccc(C)cc3)C2)cc1OC (stereo unspecified)
 : 0.3%	2.1%	-0.4	-11.2%	-0.5	-83.4*	-0.7%	-30.7	-2.2%	-2.6%	-14.8
- COc1ccc(Nc2nc(N3CCCCC3)nc(N3CCCCC3)n2)c(OC)c1
 : 0.3%	-17.6%	2.3	-0.6%	0.1	-2.3	0.8%	23.4	-3.0%	2.9%	8.8
- O=C(OCCN1CCOCC1)c1cccs1
 : 0.0%	7.1%	2.4	8.5%	1.2	4.8	0.5%	-6.8	32.1%[activator]	-0.3%	-2.9
- COCCCNC(=O)c1c[nH]c2ccc(S(=O)(=O)N3CCC(C)CC3)cc2c1=O
 : -0.1%	-1.8%	14.8	-11.5%	1.6	38.5	-1.6%	8.8	19.4%	-0.8%	-8.0
- O=S(=O)(NCCC(c1ccc(F)cc1)c1ccco1)c1ccccc1 (stereo unspecified)
 : -0.1%	10.5%	21.2	-2.6%	0.6	-0.5	-3.7%	0.2	5.0%	-0.3%	17.8
- Cc1ccc(CNC(=O)c2ccc(N(C)S(=O)(=O)c3ccccc3)cc2)cc1
 : 0.1%	.	6.1	-0.1%	-3.5	-2.6	-0.3%	9.7	2.2%	-0.2%	47.8[activator]
- O=C(O)c1ccccc1-n1cccc1C(=O)O
 : -1.6%	-18.9%	-2.2	.	-0.8	-8.6	0.3%	-4.0	-3.9%	.	?
- CCn1c(=NC(=O)CSC(C)=O)sc2cc(F)ccc21
 : .	?	-1.8	-9.9%	0.8	-2.1	.	-14.2	0.9%	2.8%	-13.4
